G9a block: qHTS Assay for Inhibitors of Histone Lysine Methyltransferase G9a; actives 8.8% (n = 350,000); AID 504332, 2011; G9a H3K9 monomethylation, AlphaScreen, 2 h; Histone-lysine N-methyltransferase EHMT2 (Homo sapiens), Q96KQ7; Potency, µM (highest dose often 102 µM), without a hit: top-dose activity, negative = inhibition, hits mostly inhibitors; note: potency is the fitted concentration of half-maximal effect; % is set by controls: 0 for no effect and ±100 for the full control effect; nearly all actives have a fitted effect of over 75% in size
Target sequence (Q96KQ7 913-1193 limits assumed): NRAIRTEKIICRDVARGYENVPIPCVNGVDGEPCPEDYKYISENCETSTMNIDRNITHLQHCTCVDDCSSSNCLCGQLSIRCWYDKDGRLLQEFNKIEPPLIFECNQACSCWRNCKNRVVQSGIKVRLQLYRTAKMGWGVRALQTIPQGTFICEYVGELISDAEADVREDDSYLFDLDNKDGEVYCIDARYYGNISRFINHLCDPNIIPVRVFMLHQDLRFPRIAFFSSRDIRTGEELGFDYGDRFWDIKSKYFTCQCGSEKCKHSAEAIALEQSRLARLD
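Signal arises when biotinylated H3K9 peptide, once monomethylated, bridges streptavidin donor and antibody-captured acceptor beads. Enzyme at 20 nM was preincubated 15 min with test compounds; peptide 500 nM and SAM 20 uM then reacted for 2 h.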
HP1b binding inh: HTS for Inhibitors of HP1-beta Chromodomain Interactions with Methylated Histone Tails; Chromobox protein homolog 1 (Homo sapiens), P83916; Potency, µM (series often up to 114 µM), for the others: top-dose activity change, negative = inhibition, actives largely listed as inhibitors; AlphaScreen HP1-beta / biotin-H3K9me3 peptide binding; actives 0.56% (n = 390,000); note: potency is the fitted concentration of half-maximal effect; nearly all actives have a fitted effect of over 70% in size; inactives centre near 23
Target sequence (P83916 whole entry, looked up): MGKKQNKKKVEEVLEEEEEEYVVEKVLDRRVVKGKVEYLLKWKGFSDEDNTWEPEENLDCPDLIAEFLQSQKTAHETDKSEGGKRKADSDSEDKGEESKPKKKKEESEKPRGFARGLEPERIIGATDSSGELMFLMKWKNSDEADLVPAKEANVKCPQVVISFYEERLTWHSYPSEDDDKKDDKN
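Compound inhibition of the preformed complex between 50 nM HP1-beta and 50 nM biotinylated H3K9me3 peptide was read by AlphaScreen. Buffer was PBS pH 7.4 with 0.01% Tween-20. Incubations ran 30 min at room temperature, with 10 ug/mL donor/acceptor beads.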
Tb PGK inh: qHTS Assay to Find Inhibitors of Phosphoglycerate Kinase; Phosphoglycerate kinase, glycosomal (Trypanosoma brucei brucei), P07378; PGK/GAPDH coupled, Kinase-Glo luminescence, 60 min; Potency, µM (highest dose often 57.5 µM), for the others: at the highest dose activity change, negative = inhibition, usual class: inhibitors; actives 0.043% (n = 380,000); AID 602233, 2012; note: potency is the fitted concentration of half-maximal effect; % is set by controls: 0 for no effect and ±100 for the full control effect; nearly all actives have a fitted effect of over 60% in size
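Recombinant glycosomal PGK reaction used 1,3-bisphosphoglycerate generated in-well by GAPDH (100nM final) in 100mM TEA pH 7.6, 5mM MgCl2, 0.01% Tween-20. After 60 minutes at room temperature, ATP was read by Kinase-Glo Plus luminescence end-point.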
Pin1 inhibitor: qHTS Assay to Find Inhibitors of Pin1; Peptidyl-prolyl cis-trans isomerase NIMA-interacting 1 (Homo sapiens), Q13526; Pin1 FP peptide displacement, HiFluor488, 10 min; Potency, µM (doses to about 115 µM), without a hit: top-dose activity, negative = inhibition, most hits filed as inhibitors; actives 0.009% (n = 390,000); AID 504891, 2011; active = well fitted inhibition curve with a large enough effect in the polarisation, with a control signal flat, not every such curve was filed as active; inconclusive = small, poorly fitted or top-dose-only effect, or effect the other way, or a change in a side signal; inactive = no such curve, though single readings can be large or run the other way; the % refers to the polarisation; note: potency is the fitted concentration of half-maximal effect; % is set by controls: 0 for no effect and ±100 for the full control effect
GLS inhibitor: qHTS for Inhibitors of Glutaminase (GLS). Potency, µM (top dose mostly 45.5 µM), for the others: top-dose activity change, negative = inhibition, hits mostly inhibitors. actives 0.21% (n = 410,000). AID 624170, 2012. GLS enzymatic activity, qHTS titration. Glutaminase kidney isoform, mitochondrial (Homo sapiens), O94925; note: potency is the fitted concentration of half-maximal effect; % is set by controls: 0 for no effect and ±100 for the full control effect
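Human kidney-isoform GLS in 45 mM KH2PO4 pH 8.2, 0.02% Tween-20, with compound, started with 1mM L-Glutamine (added stock). Glutamate oxidase/HRP/Amplex red coupled fluorescence read at start and after 30 min at RT.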
BAZ2B block: qHTS Assay for Inhibitors of BAZ2B | actives 4.4% (n = 360,000) | Potency, µM (titrated, usually from 114 µM), without a hit: at the top dose activity change, negative = inhibition, most hits filed as inhibitors | AlphaScreen BAZ2B-H3K14Ac peptide displacement | Bromodomain adjacent to zinc finger domain protein 2B (Homo sapiens), Q9UIF8 | AID 504333, 2011; note: potency is the fitted concentration of half-maximal effect; % is set by controls: 0 for no effect and ±100 for the full control effect; nearly all actives have a fitted effect of over 60% in size
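BAZ2B 50 nM plus b-H3(5-23)K14Ac 50 nM, PBS pH 7.4/0.01% Tween-20, 30 min RT; compound added (max 110 uM), 30 min RT; streptavidin donor/Ni-chelate acceptor beads 10 ug/mL final, 20 min dark; AlphaScreen read.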
ERG-DNA inh: qHTS for Small Molecule Inhibitors of the ERG Ets/DNA interaction. Transcriptional regulator ERG (Homo sapiens), P11308. fluorescence polarization, His-ERG Ets domain / labelled DNA. Potency, µM (titrated, usually from 76.9 µM), without a hit: at the highest dose FP activity, negative = inhibition, actives largely listed as inhibitors. actives 0.028% (n = 370,000); active = well fitted inhibition curve with a large enough effect in the polarisation, with a control signal flat; inconclusive = small, poorly fitted or top-dose-only effect, or effect the other way, or a change in a side signal; inactive = no such curve, though single readings can be large or run the other way; the % refers to the polarisation;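 note: polarization taken with two DNA probes labelled with fluorescein and Texas red; potency is the fitted concentration of half-maximal effect; % of control where 0% means no effect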
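His-tagged ERG Ets domain (1 uM in the protein solution; 300mM KCl, 50mM Tris-HCl, 1mM EDTA, 1mM DTT, pH 7.5) received compound, then a probe mix of 5 nM fluorescein-DNA and 100nM Texas-615-DNA. Fluorescence polarization was read for both dyes.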
JMJD2A Tudor inh: qHTS Assay for Inhibitors of JMJD2A-Tudor Domain; Lysine-specific demethylase 4A (Homo sapiens), O75164; AlphaScreen JMJD2A-Tudor / H3K4me3 peptide binding; Potency, µM (series often up to 114 µM), for inactives: top-dose activity change, negative = inhibition, most hits filed as inhibitors; actives 4.4% (n = 390,000); AID 504339, 2011; note: potency is the fitted concentration of half-maximal effect; % is set by controls: 0 for no effect and ±100 for the full control effect; nearly all actives have a fitted effect of over 50% in size
PI4K2A block: qHTS for small molecular inhibitors of PI4K2A. Phosphatidylinositol 4-kinase type 2-alpha (Homo sapiens), Q9BTU6. activity change, negative = inhibition, % at 76.9 µM. AID 1346378, 2018. purified PI4K2A, ADP-Glo luminescence, 1 h; hits give low values. actives 0.13% (n = 420,000); in the data active = activity change below about -50%; inconclusive = mostly about -30% to -49%;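 note: -100% = wells without enzyme as full effect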
Target sequence (Q9BTU6 whole entry, looked up): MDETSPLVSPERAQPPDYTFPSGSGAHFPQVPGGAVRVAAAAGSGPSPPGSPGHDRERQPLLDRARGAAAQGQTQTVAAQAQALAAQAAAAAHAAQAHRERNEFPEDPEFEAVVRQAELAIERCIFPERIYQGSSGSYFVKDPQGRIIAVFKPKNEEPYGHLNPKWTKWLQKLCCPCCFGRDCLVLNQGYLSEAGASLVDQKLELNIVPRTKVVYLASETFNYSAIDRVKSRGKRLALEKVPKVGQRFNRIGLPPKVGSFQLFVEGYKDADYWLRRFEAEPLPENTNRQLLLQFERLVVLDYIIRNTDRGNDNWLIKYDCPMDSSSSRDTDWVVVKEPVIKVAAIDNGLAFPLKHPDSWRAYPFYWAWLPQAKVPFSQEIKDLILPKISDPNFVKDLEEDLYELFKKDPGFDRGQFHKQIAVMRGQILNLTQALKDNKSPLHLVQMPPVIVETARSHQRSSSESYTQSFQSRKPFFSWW
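In this quantitative HTS, ADP production by PI4K2A was quantified luminescently after 1 h at ambient temperature; 100 microM adenosine served as plate-quality control.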
Starred values were filed as active, the others as inactive; i = inactive; u = inconclusive; x = not tested or not shown; [ ] = remark or other dose. Unless noted, calls come from the whole dose curve; as a rule, active = well fitted curve in the direction sought with a large enough effect; inconclusive = small, poorly fitted or top-dose-only effect, or another doubt; inactive = no such curve, though single readings can be large; an effect the other way counts as inactive or inconclusive.

SMILES	G9a block	HP1b binding inh	Tb PGK inh	Pin1 inhibitor	GLS inhibitor	BAZ2B block	ERG-DNA inh	JMJD2A Tudor inh	PI4K2A block
COc1ccc(CNC(=O)c2c(O)c3cccc4c3n(c2=O)CCC4)cc1	73%[activator][59 µM]	60%[activator]	-7%	1%	2%	13%	-3%	31%	-2
Cc1ccc(CN2[C@@H](c3ccccc3)COCCS2(=O)=O)cc1	40%[activator]	75%[activator]	2%	-7%	3%	4%[57.1 µM]	-3%	20%	2
Cc1ccc(NC(=O)c2ccc3c(c2)CCN3S(C)(=O)=O)c(C)c1	x	-8%	-7%	0%	16%	0%	7%	u	-2
COc1cccc(C(=O)NCC(=O)NCc2cc(=O)n(C)c(=O)n2C)c1OC	u	33%[activator]	-1%	-10%	-4%	-37%	20%	-10%	0
CCCNC(=O)C(Cc1ccccc1)NC(=O)c1ccccc1 (stereo unspecified)	24%[2.33 µM]	43%[activator]	6%	-4%	-2%	4%	20%	-4%	0
COc1ccccc1N(CC(=O)Nc1ccc(C)cc1Cl)S(=O)(=O)c1cccs1	x	14%[57 µM]	i	7%	-9%	x	1%	-12%	-7
COc1ccc(/C=C/C(=O)Oc2ccc(/C=N/NC(=O)c3ccccc3)cc2)cc1OC	24%	10%	-3%	0%	6%	0%	-5%	-15%	6
CCOC(=O)COc1cc(OCC(=O)OCC)c2c(=O)cc(-c3ccccc3)oc2c1	26%	28%	24%	-1%	-6%	3%	-4%	1%	2
CC(=O)Nc1ccc(SCC(=O)c2ccc(Br)s2)cc1	22µM*	u	0%	-4%	u	50µM*	26%	u	6
CC(=O)c1ccc(CC2SC(N)=NC2=O)cc1 (stereo unspecified)	x	33%[activator]	-7%	-1%	12%	29%	-6%	-10%	-6
O=C(NCc1nc2ccccc2[nH]1)C1=C[C@H](c2coc3ccccc3c2=O)C[C@H](OCCCCO)O1	x	58%[activator]	-2%	6%	-3%	x	-19%	-12%	-1
CCN(CC)CCNC(=O)C(Oc1ccccc1)Oc1ccccc1	9%	13%	1%	2%	0%	-6%	-7%	-1%	-1
O=C(NCCCN1CCN(Cc2ccccc2)CC1)C1CCN(S(=O)(=O)N2CCC3(CC2)OCCO3)CC1	2%	68%[activator]	-10%	5%	-4%	1%	3%	-4%	-4
COCc1nnc(NC(=O)CS(=O)(=O)c2ccc(C)cc2)s1	50µM*	19%	-6%	-3%	-11%	2%	-13%	u	3
O=C(c1ccccc1)N1CCN(c2nc3ccc([N+](=O)[O-])cc3s2)CC1	0%	37%	-4%	11%	-8%	-23%	-22%	-12%	7
Cc1cccc(C2c3[nH]c4ccccc4c3CCN2C(=O)c2cc(C(C)C)nc(N)n2)n1 (stereo unspecified)	-39%	5%	1%	-5%	13%	-32%	-5%	u	-1
COCC1CCCCN1C(=O)C1CCN(c2nc(-c3ccccc3)nc3c2CCC3)CC1 (stereo unspecified)	-1%	16%	-3%	-9%	0%	u	-4%	-17%	0
COc1cccc(C2C=C(c3ccc(Br)s3)Nc3ncnn32)c1OC (stereo unspecified)	28µM*	26%	7%	u	14%	u	10%	-24%	3
Cn1c(=O)c2c(nc(CN3CCN(C(=O)c4ccco4)CC3)n2CC(=O)C(C)(C)C)n(C)c1=O	15%	1%	-3%	2%	1%	1%	-4%	-11%	-7
COc1ccc(C(=O)Nc2cccc(C(=O)N3CCN(C)CC3)c2)cc1	5%[12.7 µM]	16%	-1%	-2%	1%	-2%	-1%	-22%	-5
COc1ccc(N2CCN(c3csc4ccc(Cl)cc4c3=O)CC2)cc1	-51%[59 µM]	-13%[57 µM]	-8%	11%	52%[activator]	50µM*	-1%	u	-2
O=C(NCN1CCCCC1)c1cccnc1	3%[59 µM]	6%	-12%	-12%	-14%	-1%	5%	-16%	3
COc1ccc(C(=O)N(C)C2CCCCC2)cc1S(=O)(=O)N1CCOCC1	6%[12.7 µM]	31%	-3%	-3%	-1%	11%	18%	-6%	2
O=C(CSc1ccc2c(c1)OCCO2)NC(=O)Cc1ccccc1	1%[59 µM]	25%	-3%	-7%	-9%	9%	0%	0%	0
Cc1ccc(S(=O)(=O)n2nc(-c3ccccc3)nc2NCc2ccc(Cl)cc2)cc1	8%[59 µM]	14%	-6%	6%	3%	0%	6%	12%	-1

The list goes on:
SMILES	G9a block	HP1b binding inh	Tb PGK inh	Pin1 inhibitor	GLS inhibitor	BAZ2B block	ERG-DNA inh	JMJD2A Tudor inh	PI4K2A block
COc1cc(C(=O)Nc2cccc(-c3nc4cc(C)ccc4o3)c2C)cc(OC)c1OC	8%	35%[activator]	-5%	7%	4%	17%	2%	-14%	-17
CCc1nnc(NS(=O)(=O)c2ccc(NC(=S)NC(=O)c3ccccc3)cc2)s1	u	-6%	15%	-6%	1%	u	18%	u	0
COc1ccc(NC(=O)c2ccccc2Cl)c(NC(=O)c2ccco2)c1	u	27%	-1%	4%	2%	-24%	-16%	-13%	-17
COC(=O)c1ccccc1NC(=O)NCC1CCCO1 (stereo unspecified)	-34%[12.7 µM]	18%	-6%	-3%	-25%	5%	4%	-8%	-2
COC(=O)CSc1nc(N)c(NC(=O)c2ccc(OC)c(OC)c2)c(=O)[nH]1	u	26%	-7%	-15%	26%	3%	12%	-15%	1
CCCCN1C(=O)c2ccc(C(=O)N(C)CC(=O)Nc3ccc(OCC)c(OCC)c3)cc2C1=O	x	-1%	-1%	8%	2%	x	4%	u	-1
Cc1occc1C(=O)Nc1nnc(C2CCCCC2)s1	-9%	22%	-9%	2%	-2%	0%	-2%	-22%	-1
Cc1ccc(S(=O)(=O)/N=C2\C(=O)c3ccccc3C([O-])=C2n2cc[n+](CCC(C)C)c2)cc1	u	5%	x	-4%	-7%	-34%	x	-20%	-4
CN1C(=O)C(=O)/C(=C(/O)c2ccc(Br)cc2)C1c1cccc([N+](=O)[O-])c1 (stereo unspecified)	50µM*	10%	-9%	-10%	7%	-9%	10%	-25%	13
O=[N+]([O-])c1cccc(S(=O)(=O)Nc2ccc(S(=O)(=O)N3CCCC3)cc2)c1	x	38%	-9%	0%	14%	x	6%	-8%	4
COc1ccc(NS(=O)(=O)c2cc(NC(=O)c3ccc(=O)[nH]c3)ccc2N2CCCC2)cc1	x	-14%	-4%	-1%	14%	40µM*	-9%	u	2
COc1ccc(-n2ccn(Cc3ccc(C)cc3)c(=O)c2=O)cc1OC	-45%[59 µM]	-3%	10%	-11%	-8%	-13%	0%	-10%	1
C/C(=N\N=C1\NC(=O)C(CC(=O)Nc2ccc(C)c(Cl)c2)S1)C(C)(C)C (stereo unspecified)	-31%	-4%	-2%	0%	13%	-26%	u	-24%	-12
O=C1C=C(N(CCO)CCO)C2(CCCCC2)O1	6%[12.7 µM]	35%	-8%	0%	2%	3%	0%	7%	0
Cc1ccc(C(=O)Nc2nnc(S(=O)(=O)N3c4ccccc4CC3C)s2)cc1 (stereo unspecified)	-33%[59 µM]	14%	-10%	u	-5%	-33%	3%	-16%	6
COc1ccc(/C(N)=N/OC(=O)c2cccc([N+](=O)[O-])c2)cc1OC	-39%	19%	1%	-1%	21%	7%	1%	-6%	1
COc1cc2c(cc1OC)C(=O)CC(C)S2 (stereo unspecified)	50%[12.7 µM]	16%	2%	2%	5%	0%	2%	9%	3
O=C(O)C1=NOC(CNc2ncc(C(F)(F)F)cc2Cl)C1 (stereo unspecified)	x	40%[activator]	-1%	1%	-3%	-7%	-5%	1%	-2
O=C(CSc1nncn1-c1cccnc1)N1CCOCC1	41%[activator]	29%	i	3%	-12%	-3%	-13%	8%	-21
CC(=O)c1ccc(Nc2nc3c(S(=O)(=O)c4ccccc4)nnn3c3ccc(Cl)cc23)cc1	2%[59 µM]	13%	-10%	54%[activator]	1%	-2%	-4%	-19%	-1
Cc1cc(C)n(C(=O)Cn2nc(C)c(Br)c2C)n1	9%	43%[activator]	0%	-5%	3%	0%	-3%	0%	2

2 of the compounds above, with each value named:
smiles: COC(=O)c1ccccc1NC(=O)NCC1CCCO1 (stereo unspecified)
  G9a block = -34%[12.7 µM]; HP1b binding inh = 18%; Tb PGK inh = -6%; Pin1 inhibitor = -3%; GLS inhibitor = -25%; BAZ2B block = 5%; ERG-DNA inh = 4%; JMJD2A Tudor inh = -8%; PI4K2A block = -2

smiles: COC(=O)CSc1nc(N)c(NC(=O)c2ccc(OC)c(OC)c2)c(=O)[nH]1
  G9a block = u; HP1b binding inh = 26%; Tb PGK inh = -7%; Pin1 inhibitor = -15%; GLS inhibitor = 26%; BAZ2B block = 3%; ERG-DNA inh = 12%; JMJD2A Tudor inh = -15%; PI4K2A block = 1
